From PubChem BioAssay
BoNT-F LC inh – inhibitors of Botulinum neurotoxin F light chain protease. 360,000 tested, 0.22% active. inhibition, % at 10 µM. Multiplex microsphere protease cleavage assay, flow cytometry; in the data active = inhibition above about 35%, passing the limit was not always enough; inconclusive = no clear call, values can overlap the other calls; also: plate controls were buffer without enzyme for full effect and enzyme alone for no effect
Anthrax LF prot – anthrax lethal factor protease inhibition; P15917; multiplex microsphere protease cleavage assay, LF; inhibition, % at 10 µM; 360,000 tested, 0.12% active; also: plate controls were buffer without enzyme for full effect and enzyme alone for no effect
BoNT-A LC inh2 – BoNT A light chain protease inhibition; 360,000 tested, 0.17% active; multiplex microsphere protease substrate cleavage, flow cytometry; AID 588499; inhibition, % at 10 µM; also: plate controls were buffer without enzyme for full effect and enzyme alone for no effect
GDH-TPI counter – counter-screen for M. tuberculosis FBA inhibitors: GDH-TPI coupled enzymes | inhibition, % at 4.8 µM | GDH-TPI coupled enzyme counterscreen, NADH absorbance | 360,000 tested, 1.2% active; in the data active = inhibition above about 30%;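 also: 0% = DMSO wells and 100% = wells lacking the enzyme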
Mtb UGM inh – blocks M. tuberculosis UGM enzyme. purified UGM, fluorescence polarization probe displacement. AID 504406. inhibition, % at 10 µM. P9WIQ1. 320,000 tested, 0.06% active; in the data active = inhibition above about 10%, passing the limit was not always enough; inconclusive = no clear call, values can overlap the other calls
Target sequence (P9WIQ1 whole entry, looked up): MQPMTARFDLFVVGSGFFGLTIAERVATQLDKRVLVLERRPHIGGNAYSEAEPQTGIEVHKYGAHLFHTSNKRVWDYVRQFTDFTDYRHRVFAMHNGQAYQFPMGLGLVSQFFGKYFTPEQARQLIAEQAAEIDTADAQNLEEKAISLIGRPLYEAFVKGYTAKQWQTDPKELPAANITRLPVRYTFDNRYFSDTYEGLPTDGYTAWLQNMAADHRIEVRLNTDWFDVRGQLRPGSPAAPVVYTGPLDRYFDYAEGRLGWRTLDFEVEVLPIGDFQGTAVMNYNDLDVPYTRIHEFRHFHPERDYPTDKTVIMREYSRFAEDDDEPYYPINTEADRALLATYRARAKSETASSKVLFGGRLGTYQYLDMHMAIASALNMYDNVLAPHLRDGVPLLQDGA
FadD28 FP inh – blocks FadD28 binding to the bisubstrate probe | inhibition, % at 12.5 µM | AID 588549 | 360,000 tested, 0.22% active | fluorescence polarization; in the data active = inhibition above about 8.5%, passing the limit was not always enough; inconclusive = no clear call, values can overlap the other calls
FBA Mtb inh – inhibits M. tuberculosis FBA enzyme. P9WQA3. purified M. tuberculosis FBA, fluorescence read-out. inhibition, % at 1 µM. 360,000 tested, 2.3% active. AID 588726; in the data active = inhibition above about 27%;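 also: 0% = vehicle and 100% = reference inhibitor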
Target sequence (P9WQA3 whole entry, looked up): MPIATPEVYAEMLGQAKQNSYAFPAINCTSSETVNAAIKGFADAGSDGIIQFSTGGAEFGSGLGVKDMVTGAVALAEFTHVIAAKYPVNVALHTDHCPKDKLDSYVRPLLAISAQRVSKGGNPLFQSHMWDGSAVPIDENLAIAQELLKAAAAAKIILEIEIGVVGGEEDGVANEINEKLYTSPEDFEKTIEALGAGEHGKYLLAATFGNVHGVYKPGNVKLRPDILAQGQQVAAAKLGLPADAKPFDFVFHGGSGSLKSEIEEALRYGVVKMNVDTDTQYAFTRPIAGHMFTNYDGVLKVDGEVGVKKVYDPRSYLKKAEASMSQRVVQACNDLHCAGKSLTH
BioA inh – BioA (M. tuberculosis) enzyme inhibition; purified M. tuberculosis BioA enzyme, plate reader; inhibition, % at 9.99 µM; 360,000 tested, 0.096% active; in the data active = inhibition above about 40%; inconclusive = no clear call, values can overlap the other calls
PfHsp40 rescue – compounds rescuing yeast from Plasmodium falciparum HSP40 toxicity; growth rescue, % at 12.5 µM; 340,000 tested, 0.68% active; S. cerevisiae expressing PfHsp40, growth rescue, ATP luminescence; in the data active = growth rescue above about 28%, passing the limit was not always enough; inconclusive = no clear call, values can overlap the other calls;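 also: yeast W303a lacking pdr1 and pdr3 grown in galactose medium; growth measured after three days at 30 °C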
* marks the source's active call; other numbers are inactive results; u = inconclusive; x = not tested or not shown; & = joins results of further samples. Rule as the data show it, unless noted: active = inhibition above about 30%; inconclusive = no clear call, values can overlap the other calls; inactive = below that.

SMILES	BoNT-F LC inh	Anthrax LF prot	BoNT-A LC inh2	GDH-TPI counter	Mtb UGM inh	FadD28 FP inh	FBA Mtb inh	BioA inh	PfHsp40 rescue
CCOC(=O)C1CCN(C(=O)c2cc(COc3ccc(OC)c4ccccc34)on2)CC1	-5	-3	-1.7	5	2.5	0.8	0	-4.3	0.0
O=C(Nc1ccc(OC(F)(F)F)cc1)c1ccc(S(=O)(=O)N2CCOCC2)o1	8	8	0.2	9	2.7	-1.0	7	x	-0.2
O=C(CSCc1cc(=O)n2nc(C3CC3)sc2n1)Nc1ccc(F)cc1	-1	-3	-0.8	5	2.7	-2.9	-2	-1.8	0.0
CCN1CCCC1CNC(=O)C1c2cc(OC)c(OC)cc2C(=O)N(C)C1c1cccnc1 (stereo unspecified)	16	-8	0.4	6	0.9	-0.4	-5	-0.2	-1.1
CCn1c(SC(C)C(=O)NCC2CCCO2)nc2scc(-c3ccccc3)c2c1=O (stereo unspecified)	u	4	-0.7	4	0.0	-0.4	-3	x	-0.9
COc1cc(C2NC(=O)NC(C)=C2C(=O)OC2CCCCC2)cc(Br)c1O (stereo unspecified)	10	1	0.2	9	-2.5	-1.1	6	-2.4	0.5
CC(=O)Nc1ccc(C(=O)OCC(=O)NC2CCCCCCC2)cc1	2	-2	-0.9	1	0.7	-3.3	4	x	-0.9
CCN(CC)S(=O)(=O)c1cccc(C(=O)N2CC(O)CC2C(=O)OC)c1 (stereo unspecified)	-3	-2	-0.3	-3	-0.4	1.5	1	-2.6	0.4
COc1ccccc1C(=O)Nc1ccc(Oc2ncnc3sc(-c4ccccc4)cc23)cc1	u	14	u	1	5.2	-2.2	-1	-0.7	-1.2
CN1CCN(CC(C)(C)NS(=O)(=O)c2ccc(Cl)cc2)CC1	17	3	2.3	4	-1.1	-3.2	0	-1.1	-0.1
CCSc1nc2c(c(=O)[nH]1)C(c1cccs1)C(C(=O)OC)=C(C)N2 (stereo unspecified)	-3	-3	-0.9	8	-0.3	-2.9	-1	-0.2	0.1
NC(=O)c1nn(-c2ccc(Oc3ccccc3)cc2)c(=O)cc1O	-4	-12	-1.1	-1	-1.7	0.2	20	-1.5	-1.2
COc1ccc(C2Nc3ccccc3C(=O)N2O)cc1OC (stereo unspecified)	6	0	0.1	-1	1.0	-2.8	5	x	0.4
O=C(CCC(=O)c1cccs1)Nc1ncccc1O	-15	-3	-2.1	2	1.2	-4.0	0	-0.2	-0.3
Cc1c(NC(=O)C(C)OC(=O)CCc2c[nH]c3ccccc23)c(=O)n(-c2ccccc2)n1C (stereo unspecified)	-8	-5	-0.3	12	-2.6	-2.0	0	-1.3	-0.7
Nc1ncnc2[nH]c(=S)[nH]c12	0	0	0.0	-2	x	-3.2	-3	0.8	-0.8
Cc1nn(-c2ccccc2)c(Cl)c1C(=O)OC(C)C(=O)Nc1ccc2c(c1)OCO2 (stereo unspecified)	-15	-2	1.2	9	0.3	-0.9	0	4.6	-0.6
COc1ccc2c3c([nH]c2c1)C1CC2C(CC(O)C(OC)C2CO)CN1CC3 (stereo unspecified)	-20	-1	4.8	3	2.0	-2.8	4	-1.1	-1.5
CCN(CC(=O)Nc1ccc(NC(C)=O)cc1)C(=O)c1ccc(COc2ccc(C(C)(C)C)cc2)cc1	5	-6	-0.1	8	x	-3.8	-2	-5.6	-1.1
COc1ccc(/C=C2/N=C3CCCCCN3C2=O)cc1	-10	1	0.3	21	0.5	-1.9	4	x	-0.1
O=C(CSC1=NS(=O)(=O)c2cc(Cl)ccc2N1)Nc1ccccc1F	-67	-9	-37	1	x	-1.6	0	x	0.1
CC(C)CC(=O)Nc1c2c(nn1-c1ccc([N+](=O)[O-])cc1)CS(=O)(=O)C2	-22	1	-2.7	15	0.7	x	0	0.7	-0.6
CN1CCN(Cc2cc(=O)n3ccsc3n2)CC1	-4	-1	-0.7	9	-1.7	0.4	0	-0.7	1.3
CCc1ccc(C(O)c2ncc(-c3ccccc3F)[nH]2)cc1 (stereo unspecified)	-8	-4	-0.2	4	x	0.0	2	0.9	x
CCC1CCCCN1S(=O)(=O)c1ccc2c(c1)CCN2C(=O)C1CCC1 (stereo unspecified)	4	4	-0.1	-4	-1.3	-4.0	-8	-0.1	1.6
Cc1ccccc1NC(=O)c1ccc2nccnc2c1	2	-4	1.1	5	-1.0	-0.7	2	1.2	1.1
CC(C)CN(C(=O)c1cc(=O)[nH]c2ccccc12)c1c(N)n(Cc2ccccc2)c(=O)[nH]c1=O	-73	-7	-34	-6	0.7	-2.7	-1	-1.3	1.5
O=C(CSc1oc(-c2ccco2)nc1S(=O)(=O)c1ccccc1)NCC1CCCO1 (stereo unspecified)	9	0	0.8	-1	2.2	-4.1	0	-0.8	-1.2
O=C(CSc1nnnn1-c1ccc2c(c1)CCC2)Nc1ccc2c(c1)OCCO2	-4	-2	-0.2	8	0.7	0.9	-1	-1.3	4.1
O=C(Cn1sc2ccccc2c1=O)N1CCN(C(=O)c2ccco2)CC1	4	0	0.6	-11	1.0	-3.9	0	0.9	-1.1
CC(=O)NC(CC(=O)NCCN1C(=O)S/C(=C\c2ccccc2)C1=O)c1ccccc1 (stereo unspecified)	-5	3	0.4	48*	0.9	-1.0	1	0.1	-0.4
CCCc1nnc(NC(=O)CCC(=O)N2CCN(Cc3ccc(OC)c(F)c3)CC2)s1	-1	0	0.7	-5	3.6	-0.8	0	1.1	1.2
CCN1CCN(C(=O)Cn2nc(C)c3sc4ccccc4c3c2=O)CC1	-2	-2	1.2	10	-1.0	-0.6	4	6.9	0.0
Cc1ccc(C(=O)OC(C)C(=O)c2cc(C)c(C)cc2C)o1 (stereo unspecified)	2	-3	1.3	3	-1.5	-2.2	1	0.6	2.0
CC1(C)Cc2c(ccc3ccccc23)/C(=C/C(=O)N2CCCCC2)N1	-13	-5	-0.8	9	-0.9	-0.5	3	x	-0.8
Cn1c(SCC(=O)N2CCOCC2)nnc1-c1ccco1	-6	-1	-0.8	-1	-1.0	x	-1	0.0	-0.5
COc1cc(C2NCCC(=O)C2(C)C)cc(OC)c1OC (stereo unspecified)	-3	-1	-0.8	1	-1.2	0.9	0	x	-1.7
O=C(NNC(=S)Nc1ccccc1Cl)c1ccncc1	x	x	x	34*	4.4	-0.8	-3	-1.1	-0.8
C[c-]1[c-](C)[c-](C)[c-](C)[c-]1C.[Fe].c1cc2nccc(N3CCCC3)[c-]2c1 (stereo unspecified)	12&4	-8&-3	-0.8&-0.8	0&17	3.1&-1.4	1.5&3.0	2&0	-1.0&-0.3	2.1&1.7
Cc1cccc(/C(N)=N/OC(=O)c2ccccc2Cl)c1	1	-2	-0.1	4	-3.1	-0.4	-4	-0.5	2.8
Cc1ccc(Nc2nc(N)[nH]c(=O)c2N=O)cc1	u	-15	2.0	21	-0.3	-2.5	3	0.5	0.3
O=C(CCC1CCCC1)Nc1ccc(OCC(=O)N2CCOCC2)cc1	-7	-2	0.4	-7	2.6	-2.5	-5	-0.1	0.1
Cn1c(-c2ccc3c(c2)OCO3)cc(=O)c2ccccc21	6	-5	-0.7	9	2.1	-1.1	18	11	0.1
C[C@@H]1CN(Cc2nc(-c3cnccn3)no2)C[C@H](C)O1	-2	-2	-0.1	-5	1.5	-2.9	-7	x	-1.0
C=CCn1c(SCc2ccccc2)nc2scc(-c3ccc(C)o3)c2c1=O	1	-1	0.3	-4	-2.2	-4.5	-3	1.3	0.7
COc1ccc(/C=N/NC(=O)c2cccc([N+](=O)[O-])c2)cc1OS(=O)(=O)c1ccccc1	2	-1	-0.6	12	-0.6	-1.3	1	x	-0.8
CSc1ccc(S(=O)(=O)Nc2ccc(S(=O)(=O)Nc3ccc(C)cc3)cc2)cc1	-10	-4	-1.8	2	3.1	-3.5	-7	3.5	0.7
Cc1cc(=O)[nH]c(N=N/C(=N/Nc2ccc(O)cc2)c2ccccc2)n1	-12	0	-0.6	11	0.0	0.0	-2	-0.7	-0.3
COc1ccc(CCNC(=O)C(=O)NCC2OCCN2S(=O)(=O)c2ccccc2)cc1OC (stereo unspecified)	-16	-16	-0.3	-2	0.4	1.0	2	-1.1	-0.5
Cc1ccc(S(=O)(=O)NCC(=O)NCC(=O)N(C)Cc2ccc(Br)s2)cc1C	0	-4	-0.8	2	x	-4.0	-2	1.3	x
O=C1NC(=O)/C(=C\c2cn(Cc3ccccc3F)c3ccccc23)N1	0	-1	0.9	2	0.1	-4.6	-3	-2.6	-1.5

Part of the list above, with bars between the fields:
Molecule | BoNT-F LC inh | Anthrax LF prot | BoNT-A LC inh2 | GDH-TPI counter | Mtb UGM inh | FadD28 FP inh | FBA Mtb inh | BioA inh | PfHsp40 rescue
C=CCn1c(SCc2ccccc2)nc2scc(-c3ccc(C)o3)c2c1=O | 1 | -1 | 0.3 | -4 | -2.2 | -4.5 | -3 | 1.3 | 0.7
COc1ccc(/C=N/NC(=O)c2cccc([N+](=O)[O-])c2)cc1OS(=O)(=O)c1ccccc1 | 2 | -1 | -0.6 | 12 | -0.6 | -1.3 | 1 | x | -0.8

Among those listed so far, 7 have an aryl thioether with sulfur outside any ring.
SMILES	BoNT-F LC inh	Anthrax LF prot	BoNT-A LC inh2	GDH-TPI counter	Mtb UGM inh	FadD28 FP inh	FBA Mtb inh	BioA inh	PfHsp40 rescue
CCn1c(SC(C)C(=O)NCC2CCCO2)nc2scc(-c3ccccc3)c2c1=O (stereo unspecified)	u	4	-0.7	4	0.0	-0.4	-3	x	-0.9
CCSc1nc2c(c(=O)[nH]1)C(c1cccs1)C(C(=O)OC)=C(C)N2 (stereo unspecified)	-3	-3	-0.9	8	-0.3	-2.9	-1	-0.2	0.1
O=C(CSc1oc(-c2ccco2)nc1S(=O)(=O)c1ccccc1)NCC1CCCO1 (stereo unspecified)	9	0	0.8	-1	2.2	-4.1	0	-0.8	-1.2
O=C(CSc1nnnn1-c1ccc2c(c1)CCC2)Nc1ccc2c(c1)OCCO2	-4	-2	-0.2	8	0.7	0.9	-1	-1.3	4.1
Cn1c(SCC(=O)N2CCOCC2)nnc1-c1ccco1	-6	-1	-0.8	-1	-1.0	x	-1	0.0	-0.5
C=CCn1c(SCc2ccccc2)nc2scc(-c3ccc(C)o3)c2c1=O	1	-1	0.3	-4	-2.2	-4.5	-3	1.3	0.7
CSc1ccc(S(=O)(=O)Nc2ccc(S(=O)(=O)Nc3ccc(C)cc3)cc2)cc1	-10	-4	-1.8	2	3.1	-3.5	-7	3.5	0.7
